SR-BI uptake up – activators of SR-BI mediated HDL lipid uptake; 320,000 compounds, 0.096% hits; CHO ldlA[mSR-BI] cells, DiI-HDL uptake fluorescence, 3 h; 100 = double the neutral-control signal; AID 504775; activation, % at 12.5 µM;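 active = mean replicate activation of at least 60% and every replicate at or above 60%; inconclusive = mean or all-replicate condition met, but not both; inactive = mean below 60% and not all replicates reaching 60%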;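 note: 0% = median plate neutral-control signal and 100% = twice that signal; values of inactives mirror those of a sister screen read the other way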
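Material: SR-BI-overexpressing, LDLR-lacking CHO cells | Dosing: Single compound concentration, delivered by pin transfer | Probe or stimulus: Labelled HDL, 10 µg/mL | Signal: Bottom-read cell fluorescence after medium removal, ex 550/em 595 nm | Schedule: 3 h, 37 °C | Evaluation: HDL uptake via cellular fluorescence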
CDK5 inh – CDK5/p35 (human) kinase inhibition; 330,000 compounds, 0.01% hits; Q00535+Q15078; inhibition, % at 10 µM; Recombinant CDK5/p35, ADP-Glo luminescence, 60 min;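 active = highest replicate inhibition of at least 50% and at least 75% of replicates reaching 50%; inconclusive = only one of the two criteria met; inactive = both criteria failed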;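 note: plate controls were DMSO neutral control for no effect and GW8510 at 10 µM for full effect; many of its hits are not listed in these tables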
Target sequence (Q00535 whole entry, looked up): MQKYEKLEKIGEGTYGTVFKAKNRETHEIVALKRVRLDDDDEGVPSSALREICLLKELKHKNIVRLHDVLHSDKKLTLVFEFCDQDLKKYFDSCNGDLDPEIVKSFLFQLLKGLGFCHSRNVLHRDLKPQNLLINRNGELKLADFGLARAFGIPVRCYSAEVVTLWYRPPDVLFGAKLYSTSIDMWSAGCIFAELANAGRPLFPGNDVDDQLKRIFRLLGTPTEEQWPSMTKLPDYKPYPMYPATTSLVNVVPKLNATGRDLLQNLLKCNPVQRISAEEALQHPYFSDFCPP
Target sequence (Q15078 whole entry, looked up): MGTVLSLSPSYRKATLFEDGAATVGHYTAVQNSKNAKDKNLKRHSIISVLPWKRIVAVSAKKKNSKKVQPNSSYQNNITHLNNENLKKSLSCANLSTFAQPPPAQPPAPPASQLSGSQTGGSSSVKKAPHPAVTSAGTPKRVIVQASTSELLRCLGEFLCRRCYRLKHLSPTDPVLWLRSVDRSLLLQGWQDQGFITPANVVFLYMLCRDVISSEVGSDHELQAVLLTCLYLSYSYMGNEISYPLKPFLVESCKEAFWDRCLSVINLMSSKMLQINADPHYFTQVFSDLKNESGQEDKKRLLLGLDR
PKA-R2B act – activators of human PKA-R2B complex. PKA-R2B holoenzyme dissociation, Cy5-IP20 fluorescence polarization; R2B truncated from residue 108, S112A mutant; 0% DMSO only, 100% 113 µM cGMP. activation, % at 11.4 µM. 340,000 compounds, 0.079% hits. AID 504700;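 active = activation above a cutoff set at the mean over all compounds plus 3 SD, cut at about 18% in these data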;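 note: higher means more holoenzyme dissociation and a rise in polarization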
SR-BI HDL uptake – inhibitors of mouse SR-BI mediated HDL lipid uptake; Q61009; ldlA[mSR-BI] CHO cells, DiI-HDL uptake fluorescence, 3 h; inhibition, % at 12.5 µM; 320,000 compounds, 0.96% hits; AID 488896;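 active = mean replicate inhibition of at least 70% and a set share of replicates each scoring 70 or more; inconclusive = meets just one of the two criteria; inactive = fails both criteria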;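 note: 0% = median of neutral control wells and 100% = median of positive control wells; values of inactives mirror those of a sister screen read the other way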
Target sequence (Q61009 whole entry, looked up): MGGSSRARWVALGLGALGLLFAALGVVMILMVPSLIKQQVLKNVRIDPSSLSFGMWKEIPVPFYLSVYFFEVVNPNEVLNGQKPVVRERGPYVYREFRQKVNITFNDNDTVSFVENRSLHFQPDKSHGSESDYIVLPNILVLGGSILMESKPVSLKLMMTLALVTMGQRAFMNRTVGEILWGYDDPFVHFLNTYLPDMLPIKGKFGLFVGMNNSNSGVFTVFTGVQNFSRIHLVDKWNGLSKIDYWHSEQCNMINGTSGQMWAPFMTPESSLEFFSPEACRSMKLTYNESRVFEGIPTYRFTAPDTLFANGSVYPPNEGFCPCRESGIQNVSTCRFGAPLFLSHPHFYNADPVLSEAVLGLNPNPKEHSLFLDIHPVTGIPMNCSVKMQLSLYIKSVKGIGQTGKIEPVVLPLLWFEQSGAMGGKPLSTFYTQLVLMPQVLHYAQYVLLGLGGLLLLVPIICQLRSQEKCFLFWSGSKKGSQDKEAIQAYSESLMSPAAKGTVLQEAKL
Mot1-301 SUMO – blocks SUMOylation pathway, rescuing yeast Mot1-301 growth; S. cerevisiae Mot1-301 growth rescue, ATP luminescence, 38.5C; percent above DMSO median, 100 means doubled; growth rescue, % at 18.8 µM; 320,000 compounds, 1% hits;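 active = every valid replicate shows activation above 250% relative to neutral control wells; inactive = the rest, any valid replicate at or below 250%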;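 note: OY570 slx delta 5 strain wells were the positive control but not used for scaling; some compounds called inactive have numbers as strong as hits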
dFosB act – mouse delta FosB homodimer activation; P13346; purified delta FosB, TAMRA-CDK5 oligo fluorescence polarization; percent of positive-control signal above neutral wells; activation, % at 25 µM; 340,000 compounds, 0.99% hits; AID 493131;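 active = mean activation above about 17%, with every replicate also reaching it, limit read from the data, passing the limit was not always enough; inconclusive = only one of the two conditions met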;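 note: fluorescence polarization rise as delta FosB binds a TAMRA Cdk5 AP-1 oligo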
PKA-R1A activ – activators of PKA-R1A complex; P00514+P68181; PKA-R1A dissociation, Cy5-IP20 fluorescence polarization; scaled: DMSO 0%, 113 µM cGMP 100%; activation, % at 11.4 µM; 340,000 compounds, 0.083% hits;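 active = percent activation above the mean of all tested compounds plus 3 SD, cut at about 19% in these data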;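 note: higher means more PKAc released from R1A so a rise in polarization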
MITF act – activators of MITF-driven TRPM1 promoter activity in SK-MEL-5 cells | SK-MEL-5 TRPM1-promoter luciferase, 24 h; % of positive control, neutral wells = 0 | activation, % at 12.5 µM | 300,000 compounds, 0.75% hits | AID 588334;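 active = mean activation of at least 80% with every replicate also reaching 80%; inconclusive = mean reaches 80% but some replicate falls short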;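 note: 0% = neutral control wells and 100% = parthenolide positive control wells; values of inactives mirror those of a sister screen read the other way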
NSD2 HMT inh – inhibitors of human histone methyltransferase NSD2; NSD2 peptide methylation, AlphaScreen, 120 min; inhibition, % at 12.5 µM; 310,000 compounds, 0.54% hits; in the data active = inhibition above about 50%
Pemphigus Ab inh – inhibitors of pemphigus antibody binding to human desmoglein-3. P32926. DSG3-coupled beads, scFv-anti-DSG3-GFP binding, flow cytometry; stronger effect = lower value. binding (percent of control), % at 10 µM. 310,000 compounds, 0.48% hits;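 active = binding more than 3 SD below its plate's average and above zero; inconclusive = below that plate limit but binding exactly zero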; note: some compounds called inactive have numbers as strong as hits
Arr AP2 block – blocks beta-arrestin peptide binding to AP2 adaptin; FITC-arrestin peptide / GST-AP2 beads, flow cytometry; AP2 beta2 appendage carries R879A mutation; inhibition, % at 10 µM; 340,000 compounds, 0.31% hits; AID 504490;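 active = inhibition above a set limit, near 3 SD of compounds lacking own fluorescence, cut at about 54% in these data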;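 note: plate controls were DMSO wells for no effect and 5 µM unlabelled arrestin peptide for full effect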
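System: GST-AP2 R879A bound to glutathione beads, E. coli-expressed. Also added: 50 nM FITC-arrestin peptide. Schedule: compound with beads 12 min RT, then probe 1 h RT. Signal: bead flow cytometry, FITC channel. Read-out basis: percent response.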
The depositor's hits bear a star; ? = inconclusive; · = not tested or not shown.

SMILES	SR-BI uptake up	CDK5 inh	PKA-R2B act	SR-BI HDL uptake	Mot1-301 SUMO	dFosB act	PKA-R1A activ	MITF act	NSD2 HMT inh	Pemphigus Ab inh	Arr AP2 block
O=C1CC(Nc2ccc(N3CCOCC3)cc2)C(=O)N1c1ccccc1F (configuration not stated)	-27	-0.8	-18	27	-3	-1	-3	·	·	105	9
COc1cccc(NC(=O)Cn2cc(C#N)c3ccccc32)c1	-27	-0.4	-4	27	-7	0	-5	-2	1	107	-40
O=C(NNC(=O)c1cncc(Br)c1)c1ccncc1	22	-5.6	9	-22	-7	-8	5	4	0	104	-5
COc1ccc2nc(-c3cccc(N)c3)[nH]c2c1	4	1.1	-7	-4	-5	-1	-1	58	1	·	-2
O=C(CCC(=O)Nc1ccccc1Cl)NN=C1CCCC1	5	-2.3	-1	-5	-7	5	0	8	0	116	16
CCCCCCC(=O)OCC(=O)c1ccc2c(c1)NC(=O)CO2	4	1.3	-2	-4	·	-2	-14	-7	-1	·	-21
Cc1nn(-c2ccccc2)cc1/C=N/NC(=O)c1cccs1	-19	0.8	-9	19	32	-26	-2	·	-1	·	9
CC(C)(C)N1C(=O)[C@H]2[C@@H](c3ccc(Br)cc3)N3C(=O)N(c4ccc(Br)cc4)C(=O)[C@@]3(Cc3ccccc3)[C@H]2C1=O	13	-0.7	11	-13	-22	-8	-12	16	·	·	1
O=C(CNC(=S)N(Cc1ccccc1F)C1CCCCC1)NCCCN1CCOCC1	4	-1.6	-7	-4	-9	-1	-6	5	5	101	-14
O=C(c1ccc(Cn2c(=S)[nH]c3ccc(Br)cc3c2=O)cc1)N1CCN(C2CCCCC2)CC1	-50	0.0	-7	50	-13	31*	1	5	1	104	-11
O=C(/C=C/c1cccs1)N1CCc2ccccc21	-16	4.1	-14	16	4	-5	-2	1	1	101	-5
CCN(CC)S(=O)(=O)c1ccc(NC(=O)COC(=O)CCc2cc(OC)c(OC)c(OC)c2)cc1	-14	-2.8	-11	14	4	1	-4	1	1	125	23
Cc1ccccc1CN(C)C(=O)COC(=O)c1ccc2[nH]c(C)c(C)c2c1	-33	-1.4	4	33	8	-4	-6	9	-1	123	-1
CCCCCCn1c(C(C)NC(=O)c2ccco2)nc2ccccc21 (configuration not stated)	-7	1.0	-1	7	-1	-7	1	7	2	99	-2
CC(=O)Nc1ccc2c(c1)NC(=O)CC2	35	0.7	7	-35	56	-1	-11	11	0	106	3
C=CCn1c(=N)n(CC(=O)O)c2ccccc21	12	0.6	4	-12	5	-7	3	0	-1	102	2
Clc1ccc(CN2CCCCCCC2)cc1	24	-0.4	-3	-24	2	5	13	4	2	88	0
CN(C)c1cc(N/N=C\c2ccccc2)nc(N(C)C)n1	-43	-4.2	-16	43	-8	-8	-5	-3	103*	106	-13
COC(=O)c1cnn(-c2cc(Oc3cccc(C)c3)ncn2)c1N	6	0.5	-3	-6	-11	3	-8	19	-1	101	1
O=C(CN(Cc1cccs1)C(=O)CNS(=O)(=O)c1ccc(Cl)cc1)NCc1ccco1	31	0.1	10	-31	75	-4	8	-24	2	102	7
CCc1noc(C)c1C(=O)Nc1nc2c(C)cccc2s1	-10	0.3	-1	10	·	-16	-7	7	-4	·	1
O=C(COC(=O)CCc1c[nH]c2ccccc12)Nc1ccc([N+](=O)[O-])cc1	4	-1.5	-5	-4	-5	-3	5	3	-3	101	2
Cc1ccc(S(=O)(=O)N(C)c2ccc(C(=O)N3CCC(C(N)=O)CC3)cc2)cc1	-27	-1.7	-4	27	-12	-1	1	-11	0	105	-2
CCCn1c(NC(=O)CCNC(=O)c2ccccc2Cl)nc2ccccc21	-21	5.2	-4	21	27	3	1	-3	3	·	·
CCc1ccc2[nH]c(=O)c(CN(Cc3ccccc3)C(=O)Nc3ccccc3OC)cc2c1	-10	0.7	-1	10	-24	-7	4	-13	-2	93	27
COCCN1CCN(Cc2cn[nH]c2-c2cc3ccccc3o2)CC1	-4	0.1	-12	4	4	3	-6	17	-2	103	4
O=C(COc1ccccc1Cl)NCCCNC(=O)c1ccccn1	12	-0.7	-6	-12	105	-4	-4	7	-4	96	25
O=C(CCC(=O)c1cccs1)OCC(=O)N1CCN(S(=O)(=O)c2ccccc2)CC1	19	1.2	-3	-19	110	-13	3	·	0	105	6
CC(C)(C)NC(=O)C(c1cccs1)N(C(=O)c1csnn1)c1ccccc1F (configuration not stated)	6	-0.3	-2	-6	-1	-9	1	-6	-1	100	-8
Nc1ncnc(Nc2ccc(F)cc2)n1	11	2.5	-4	-11	7	5	-4	12	-2	117	0
Cc1ccnc(NS(=O)(=O)c2ccc(NC(=O)CCS(=O)(=O)c3ccccc3)cc2)n1	?	-1.7	-3	-65	5	5	-7	8	6	86	-7
N#CCCn1cnc2ccccc21	23	0.9	-1	-23	-16	-3	6	9	-4	102	-9
Cc1ccccc1C(=O)OCc1cnc(Cl)s1	-7	0.0	-8	7	-1	-3	-2	11	3	107	1
COc1ccc(N2CCN(S(=O)(=O)c3cn(C)c(=O)n(C)c3=O)CC2)cc1	·	-3.4	-8	·	2	0	3	2	·	95	6
CN(C)N=Nc1nc2c([nH]1)c(=O)n(C)c(=O)n2C	-1	-4.6	-9	1	0	-4	-3	·	-1	109	3
O=C1OCCN/C1=C\C(=O)c1ccccc1	18	-7.6	-4	-18	2	1	10	·	-1	103	8
O=C(NCCS(=O)(=O)N1CCN(c2ccc(F)cc2)CC1)c1ccc(Br)o1	-11	-1.6	-5	11	218	-5	-3	8	1	·	-9
CC1CCCCN1S(=O)(=O)c1ccc(C(=O)Nc2ccccc2-c2nc3ccccc3[nH]2)cc1 (configuration not stated)	-19	1.6	0	19	4	-1	-4	-10	-1	115	12
CN(C(=O)c1cccc(NC(=O)Cc2ccc(NC(=O)C3CCCN(S(=O)(=O)c4cccc([N+](=O)[O-])c4)C3)cc2)c1)C1CCCCC1 (configuration not stated)	-18	-0.3	-4	18	·	3	-4	-14	·	102	3
CSc1nc(O)c(C(c2ccccc2Cl)c2c(O)nc(SC)[nH]c2=O)c(=O)[nH]1	11	-3.6	5	-11	-13	-5	-15	0	0	109	6
Cc1ccc(-n2ncc3ccccc3c2=O)cc1Cl	-7	-2.4	1	7	24	-6	-2	21	-2	99	2
CCOC(=O)C1C(=O)C(=O)N(Cc2ccccc2)C1C(=O)OCC (configuration not stated)	29	1.3	0	-29	·	-1	-4	-1	0	·	1
CN(CC(=O)Nc1ccc(F)cc1)CC(=O)NC1CCCCC1	9	-0.8	-5	-9	-5	0	-8	-10	0	103	-1
COCCNc1nnc(SCC(=O)Nc2cc(-c3ccccc3)nn2-c2ccccc2)s1	-21	-1.6	7	21	200	-9	-14	2	0	108	-12
Cc1nnc2ccc(-c3ccc(NS(=O)(=O)c4ccccc4)cc3)nn12	2	-4.4	4	-2	·	8	5	27	3	71*	10
CCCCC(=O)N/N=C/c1ccc(N2CCOCC2)c([N+](=O)[O-])c1	4	-0.8	5	-4	-18	-5	-3	2	1	·	3
CC(=O)NCCNc1ccc([N+](=O)[O-])cc1C#N	16	0.7	1	-16	-2	6	-8	1	-3	123	-15
Cn1c(CC(=O)Nc2ccccc2F)nnc1SCC(=O)N1CCOCC1	17	0.7	-4	-17	-13	3	-8	24	4	100	-17
OC1CCN(Cc2ccc3ccccc3c2)CC1	-19	0.2	8	19	-8	2	4	-2	0	107	0
CC(C)Oc1ccc(S(=O)(=O)N2CCOCC2)cc1NC(=O)c1cccc(S(=O)(=O)N2CCCC2)c1	10	-6.6	7	-10	·	-9	-4	7	-2	·	-1

One compound at a time, as listed above. Screens in order: SR-BI uptake up	CDK5 inh	PKA-R2B act	SR-BI HDL uptake	Mot1-301 SUMO	dFosB act	PKA-R1A activ	MITF act	NSD2 HMT inh	Pemphigus Ab inh	Arr AP2 block
Profile of CCOC(=O)C1C(=O)C(=O)N(Cc2ccccc2)C1C(=O)OCC (configuration not stated) → 29	1.3	0	-29	·	-1	-4	-1	0	·	1
Profile of Cc1ccc(-n2ncc3ccccc3c2=O)cc1Cl → -7	-2.4	1	7	24	-6	-2	21	-2	99	2

Further structures.
SMILES	SR-BI uptake up	CDK5 inh	PKA-R2B act	SR-BI HDL uptake	Mot1-301 SUMO	dFosB act	PKA-R1A activ	MITF act	NSD2 HMT inh	Pemphigus Ab inh	Arr AP2 block
O=C(NC1CCCC1)C1CC(=O)N(C2CCCCCCC2)C1 (configuration not stated)	26	0.7	3	-26	10	-2	7	-2	1	105	-17
Oc1ccc(C2Nc3cccc4cccc(c34)N2)c(O)c1	-91	-0.4	1	91*	12	8	-4	-2	-1	99	20
O=C(CCS(=O)(=O)c1ccc(Br)cc1)NC1CCCCCC1	27	-0.3	-10	-27	-13	-2	-12	4	12	102	-1
CCC(=O)N1CCN=C1SCc1cccc(F)c1	14	-1.6	0	-14	-6	3	-8	0	0	103	18
COc1ccccc1NC(=O)CCS(=O)(=O)c1ccc2c(c1)NC(=O)C(C)S2 (configuration not stated)	-2	·	-12	2	-4	-8	-7	-10	-1	·	0
C=CCN(CC=C)S(=O)(=O)c1ccc2nsnc2c1	-30	1.0	-8	30	1	-3	0	5	5	85	29
Cn1cnnc1SCC(=O)Nc1ccc2c(c1)CCC2	-2	3.5	-6	2	20	-8	-2	26	1	99	5
CCC/C(=N\NC(=O)c1ccc(CSc2nncn2C)cc1)c1ccccc1	23	0.5	-8	-23	-12	1	-4	2	-3	84	1
COC(=O)c1ccc(NC(=O)COC(=O)c2cccc3c(=O)c(C)c(-c4ccccc4)oc23)cc1	-54	0.2	-7	54	·	-6	-8	12	-2	84	-1
COc1ccc(C(C(=O)NC2CCCC2)N(CCN(C)C)C(=O)c2snc(C(N)=O)c2N)cc1 (configuration not stated)	-2	-1.3	0	2	-5	-2	4	·	-2	98	-3
O=C1OCc2cc(NC(=O)C3CCCCC3)ccc21	-22	-1.3	0	22	11	4	-5	25	-4	116	-5
CCOc1cc(Br)cc(C(c2c(C(=O)O)[nH]c3ccccc23)c2c(C(=O)O)[nH]c3ccccc23)c1O	14	-1.3	12	-14	-17	0	0	-5	3	95	-7
